Pf gamet viab – inhibitors of late stage P. falciparum gametocyte viability | P. falciparum stage V gametocytes, ATP luminescence, 24 h | inhibition, % at 10.9 µM | 0.065% of 150,000 active | AID 743093;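 active = inhibition above the mean plus 3 SD of compounds within the control limits, set per campaign, cut at about 38% in these data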;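 note: 0% = DMSO wells and 100% = medium only without gametocytes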
Cdc42 wt GTP – human Cdc42 wildtype GTP binding change, either direction; P60953; GST-Cdc42 beads, Bodipy-GTP binding, flow cytometry; actives lie on both sides; percent activity (GTP binding), % at 10 µM; 0.2% of 190,000 active; AID 761;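 active = percent activity GTP binding at least 20 points away from the 100% baseline, either down as inhibitor or up as activator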;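 note: median bead fluorescence of bound Bodipy-FL-GTP at 100 nM; 0% = excess unlabeled GTP control and 100% = no compound control; below 100% means less GTP binding so inhibitor and above means activator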
Target sequence (P60953 whole entry, looked up): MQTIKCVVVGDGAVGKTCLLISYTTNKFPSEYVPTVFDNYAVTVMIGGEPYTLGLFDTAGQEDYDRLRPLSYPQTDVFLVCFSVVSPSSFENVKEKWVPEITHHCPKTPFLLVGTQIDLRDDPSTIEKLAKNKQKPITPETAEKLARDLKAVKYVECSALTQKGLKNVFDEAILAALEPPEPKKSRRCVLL
Rac1 wt modul – human Rac1 wildtype GTP binding, inhibitors and activators; P63000; GST-Rac1 beads, fluorescent GTP binding, flow cytometry; actives lie on both sides; 0 = cold GTP competed, 100 = untreated; GTP binding activity (% of control), % at 10 µM; 0.27% of 190,000 active; AID 757;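 active = GTP binding activity at least 20 points away from the 100% control level, either lower or higher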
Rab2 wt GTP – changes GTP binding to wildtype dog Rab2A, up or down; 0.19% of 190,000 active; P61105; AID 760; GST-Rab2 wt beads, Bodipy-GTP binding, flow cytometry; GTP binding activity, % at 10 µM;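 active = GTP binding activity at least 20 points away from 100%, either lowered or raised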;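 note: 0% = beads with excess unlabeled GTP and 100% = no-compound control corrected for plate trend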
Rab7 wt modul – modulators of GTP binding to dog Rab7 wildtype GTPase; GST-Rab7 beads, fluorescent GTP binding, flow cytometry; actives lie on both sides; untreated = 100%, excess cold GTP = 0%; GTP binding activity (percent of control), % at 10 µM; 0.055% of 190,000 active;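 active = fluorescent GTP binding to Rab7 beads changed by at least 20 points from the 100% baseline, either direction, mostly lower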;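 note: median green fluorescence of bound Bodipy-FL-GTP per Rab7 bead population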
Bim-Mcl-1 – disrupts Bim peptide binding to human Mcl-1; 0.1% of 190,000 active; inhibition, % at 10 µM; Bead-based flow cytometry, Bim peptide-Mcl-1 binding; Q07820; in the data active = inhibition above about 40%;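 note: 0% = no compound tracer wells and 100% = peptide blocker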
Target sequence (Q07820 whole entry, looked up): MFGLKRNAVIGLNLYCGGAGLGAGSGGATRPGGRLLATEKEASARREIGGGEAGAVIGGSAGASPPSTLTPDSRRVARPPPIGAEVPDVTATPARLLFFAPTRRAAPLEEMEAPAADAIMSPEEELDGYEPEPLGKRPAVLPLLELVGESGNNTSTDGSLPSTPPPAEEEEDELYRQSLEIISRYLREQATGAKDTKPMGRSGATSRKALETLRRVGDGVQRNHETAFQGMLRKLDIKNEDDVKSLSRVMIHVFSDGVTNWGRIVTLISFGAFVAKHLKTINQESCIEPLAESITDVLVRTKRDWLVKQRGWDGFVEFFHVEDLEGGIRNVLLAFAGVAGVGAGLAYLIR
Rac1 act GTP bind – alters GTP binding to activated mutant human Rac1; P63000; GST-Rac1 activated beads, fluorescent GTP binding, flow cytometry; actives lie on both sides; 100% means binding = to untreated wells; percent activity (GTP binding), % at 10 µM; 0.11% of 190,000 active; AID 764;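 active = GTP binding at least 20 percentage points away from the 100% baseline, in either direction, so actives lie on both sides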
HRas wt GTP bind – modulators of GTP binding to human HRas wildtype. P01112. GST-Ras wt beads, Bodipy-FL-GTP binding, flow cytometry; actives lie on both sides. GTP binding activity, % at 10 µM. 0.14% of 190,000 active;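 active = GTP binding activity at least 20% away from the 100% baseline, either lowered as inhibitor or raised as activator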;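 note: 0% = unlabeled GTP competition control and 100% = no-compound control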
Target sequence (P01112 whole entry, looked up): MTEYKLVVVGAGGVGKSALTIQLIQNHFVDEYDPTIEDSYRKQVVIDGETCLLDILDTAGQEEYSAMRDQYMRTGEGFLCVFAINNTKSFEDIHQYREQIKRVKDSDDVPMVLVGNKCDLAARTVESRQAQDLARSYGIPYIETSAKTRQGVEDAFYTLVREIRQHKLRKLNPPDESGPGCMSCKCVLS
Avidin fluor – compound fluoresces at 488/530 nm on avidin beads | 0.38% of 220,000 active | fluorescence (KMESF) at 10 µM | compound fluorescence 488/530 nm, flow cytometry; active compounds read high; in the data active = fluorescence above about 47; note: inactives centre near 10
Mcl1-Noxa inh – Mcl-1/Noxa interaction inhibition; TR-FRET Mcl-1/Noxa peptide binding, 2 h; inhibition, % at 21.7 µM; 1.5% of 220,000 active; AID 1022; Q07820;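 active = compounds that cut the protein-peptide binding signal by more than 50% relative to plate controls in a single-dose test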;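 note: His-tagged Mcl-1 with rhodamine Noxa BH3 peptide and terbium anti-His antibody; 0% = Mcl-1 plus Noxa peptide wells and 100% = peptide-only wells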
Mcl1 Bid PPI – Mcl-1/Bid interaction inhibition. TR-FRET Mcl-1/Bid-Dy647 peptide binding, 1536-well. inhibition, % at 21.7 µM. 0.97% of 220,000 active;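 active = compounds that cut the binding signal by more than half at the single screening dose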;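 note: His-tagged Mcl-1 with europium anti-His antibody binding Bid BH3 peptide; 0% = Mcl-1 plus peptide wells and 100% = peptide-only wells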
Active calls of the source: *.

What do the screens show for `COc1ccc(NS(=O)(=O)c2cccc(NC(=O)CCC(=O)c3cccs3)c2)cc1`?
Pf gamet viab: -2; Cdc42 wt GTP: 107; Rac1 wt modul: 105; Rab2 wt GTP: 105; Rab7 wt modul: 110; Bim-Mcl-1: 0; Rac1 act GTP bind: 101; HRas wt GTP bind: 104; Avidin fluor: 6; Mcl1-Noxa inh: 7; Mcl1 Bid PPI: -57

What do the screens show for `O=C(CCC(=O)c1cccs1)NCC(=O)Nc1ccc(F)c(F)c1F`?
Pf gamet viab: -26; Cdc42 wt GTP: 97; Rac1 wt modul: 101; Rab2 wt GTP: 96; Rab7 wt modul: 99; Bim-Mcl-1: -3; Rac1 act GTP bind: 98; HRas wt GTP bind: 98; Avidin fluor: 6; Mcl1-Noxa inh: 0; Mcl1 Bid PPI: -33

Results for CC(C)Oc1cc(NC(=O)CS(=O)CC(=O)N(C)C)c(Cl)cc1Cl (configuration not stated) ?
Cdc42 wt GTP: 91; Rac1 wt modul: 90; Rab2 wt GTP: 97; Rab7 wt modul: 104; Bim-Mcl-1: -4; Rac1 act GTP bind: 92; HRas wt GTP bind: 94; Avidin fluor: 7; Mcl1-Noxa inh: 3; Mcl1 Bid PPI: -37

How did CC(=O)Nc1ccc(Nc2cc(C)nc3c(-c4ccc(Cl)cc4)cnn23)cc1 do in these assays?
Pf gamet viab: 2; Cdc42 wt GTP: 97; Rac1 wt modul: 101; Rab2 wt GTP: 97; Rab7 wt modul: 101; Bim-Mcl-1: -4; Rac1 act GTP bind: 97; HRas wt GTP bind: 99; Avidin fluor: 18; Mcl1-Noxa inh: 13; Mcl1 Bid PPI: -3

How did Cc1nc2cc(-n3ccc(=O)cc3)ccc2n1-c1ccccc1 do in these assays?
Cdc42 wt GTP: 101; Rac1 wt modul: 102; Rab2 wt GTP: 99; Rab7 wt modul: 101; Bim-Mcl-1: 5; Rac1 act GTP bind: 96; HRas wt GTP bind: 99; Avidin fluor: 8; Mcl1-Noxa inh: 5; Mcl1 Bid PPI: -27

How did COC(=O)C1=C(C)NC(C)=C(C(=O)OC)C1c1cc2cc(C)ccc2[nH]c1=O do in these assays?
Pf gamet viab: 20; Cdc42 wt GTP: 94; Rac1 wt modul: 97; Rab2 wt GTP: 97; Rab7 wt modul: 100; Bim-Mcl-1: -1; Rac1 act GTP bind: 97; HRas wt GTP bind: 97; Avidin fluor: 40; Mcl1-Noxa inh: 8; Mcl1 Bid PPI: -42

What do the screens show for `O=c1c(Cl)c(N2CCCCC2)cnn1-c1nc2ccccc2[nH]1`?
Pf gamet viab: -8; Cdc42 wt GTP: 108; Rac1 wt modul: 108; Rab2 wt GTP: 106; Rab7 wt modul: 105; Bim-Mcl-1: -1; Rac1 act GTP bind: 101; HRas wt GTP bind: 109; Avidin fluor: 36; Mcl1-Noxa inh: -8; Mcl1 Bid PPI: -14

How did COc1ccc(C(C#N)C2(C)OCCO2)cc1OC (configuration not stated) do in these assays?
Cdc42 wt GTP: 102; Rac1 wt modul: 107; Rab2 wt GTP: 101; Rab7 wt modul: 101; Bim-Mcl-1: 1; Rac1 act GTP bind: 100; HRas wt GTP bind: 102; Avidin fluor: 6; Mcl1-Noxa inh: 2; Mcl1 Bid PPI: -24

Results for CCn1c2ccccc2c2nc3cc(OC)c(OC)cc3nc21 ?
Pf gamet viab: -23; Cdc42 wt GTP: 93; Rac1 wt modul: 91; Rab2 wt GTP: 91; Rab7 wt modul: 97; Bim-Mcl-1: 3; Rac1 act GTP bind: 93; HRas wt GTP bind: 94; Avidin fluor: 33; Mcl1-Noxa inh: 21; Mcl1 Bid PPI: 9

What do the screens show for `COc1ccc(C(C#N)N2CCOCC2)cc1` (configuration not stated)?
Cdc42 wt GTP: 98; Rac1 wt modul: 104; Rab2 wt GTP: 100; Rab7 wt modul: 95; Bim-Mcl-1: -2; Rac1 act GTP bind: 98; HRas wt GTP bind: 100; Avidin fluor: 6; Mcl1-Noxa inh: -1; Mcl1 Bid PPI: -16

Brought forward from above: two compounds, then new ones.
Results for CCn1c2ccccc2c2nc3cc(OC)c(OC)cc3nc21 ?
Pf gamet viab: -23; Cdc42 wt GTP: 93; Rac1 wt modul: 91; Rab2 wt GTP: 91; Rab7 wt modul: 97; Bim-Mcl-1: 3; Rac1 act GTP bind: 93; HRas wt GTP bind: 94; Avidin fluor: 33; Mcl1-Noxa inh: 21; Mcl1 Bid PPI: 9

What do the screens show for `COc1ccc(C(C#N)N2CCOCC2)cc1` (configuration not stated)?
Cdc42 wt GTP: 98; Rac1 wt modul: 104; Rab2 wt GTP: 100; Rab7 wt modul: 95; Bim-Mcl-1: -2; Rac1 act GTP bind: 98; HRas wt GTP bind: 100; Avidin fluor: 6; Mcl1-Noxa inh: -1; Mcl1 Bid PPI: -16

Results for CCCNc1cc(C)oc(=O)c1C(=O)CC ?
Pf gamet viab: -10; Cdc42 wt GTP: 98; Rac1 wt modul: 101; Rab2 wt GTP: 100; Rab7 wt modul: 95; Bim-Mcl-1: 0; Rac1 act GTP bind: 98; HRas wt GTP bind: 99; Avidin fluor: 8; Mcl1-Noxa inh: 16; Mcl1 Bid PPI: 2

Results for COc1ccccc1-c1cc(C(=O)Nc2cc(C)on2)no1 ?
Cdc42 wt GTP: 101; Rac1 wt modul: 104; Rab2 wt GTP: 99; Rab7 wt modul: 100; Bim-Mcl-1: -2; Rac1 act GTP bind: 99; HRas wt GTP bind: 100; Avidin fluor: 7; Mcl1-Noxa inh: 5; Mcl1 Bid PPI: -9

Results for Cc1nn(C)c(C(=O)NC2C3CC4CC(C3)CC2C4)c1Cl (configuration not stated) ?
Pf gamet viab: -5; Cdc42 wt GTP: 98; Rac1 wt modul: 102; Rab2 wt GTP: 98; Rab7 wt modul: 101; Bim-Mcl-1: -5; Rac1 act GTP bind: 101; HRas wt GTP bind: 100; Avidin fluor: 5; Mcl1-Noxa inh: 7; Mcl1 Bid PPI: 0

What do the screens show for `O=C(O)/C=C/C(=O)Nc1ccc(SC(F)(F)F)cc1`?
Pf gamet viab: -2; Cdc42 wt GTP: 100; Rac1 wt modul: 100; Rab2 wt GTP: 95; Rab7 wt modul: 99; Bim-Mcl-1: -3; Rac1 act GTP bind: 98; HRas wt GTP bind: 98; Avidin fluor: 5; Mcl1-Noxa inh: 21; Mcl1 Bid PPI: 14

How did Cc1ccccc1-n1c(SCC(=O)N2CCN(c3ccccc3)CC2)nnc1-c1ccncc1 do in these assays?
Pf gamet viab: -11; Cdc42 wt GTP: 97; Rac1 wt modul: 100; Rab2 wt GTP: 100; Rab7 wt modul: 98; Bim-Mcl-1: -2; Rac1 act GTP bind: 98; HRas wt GTP bind: 100; Avidin fluor: 6; Mcl1-Noxa inh: 19; Mcl1 Bid PPI: -23

Results for Cc1cccc(C)c1-n1c(C)cc(/C=N\NC(=O)CC(=O)NC2CCCCC2)c1C ?
Pf gamet viab: -6; Cdc42 wt GTP: 99; Rac1 wt modul: 103; Rab2 wt GTP: 98; Rab7 wt modul: 103; Bim-Mcl-1: -6; Rac1 act GTP bind: 99; HRas wt GTP bind: 98; Avidin fluor: 13; Mcl1-Noxa inh: 7; Mcl1 Bid PPI: -24

Results for O=C(Cn1nc(Cc2cccnc2)c2ccccc2c1=O)N1CCN(C(=O)c2ccco2)CC1 ?
Cdc42 wt GTP: 104; Rac1 wt modul: 105; Rab2 wt GTP: 103; Rab7 wt modul: 100; Bim-Mcl-1: -3; Rac1 act GTP bind: 101; HRas wt GTP bind: 103; Avidin fluor: 4; Mcl1-Noxa inh: -22; Mcl1 Bid PPI: -25

Results for O=C(CSCC(=O)N1CCOCC1)Nc1nc(-c2ccc3c(c2)OCO3)cs1 ?
Cdc42 wt GTP: 99; Rac1 wt modul: 99; Rab2 wt GTP: 99; Rab7 wt modul: 98; Bim-Mcl-1: -1; Rac1 act GTP bind: 97; HRas wt GTP bind: 97; Avidin fluor: 6; Mcl1-Noxa inh: 13; Mcl1 Bid PPI: -20

Results for COc1ccc(CN2CCN(CC=C(C)C)C(CCO)C2)cc1Cn1cncn1 (configuration not stated) ?
Pf gamet viab: -1; Cdc42 wt GTP: 102; Rac1 wt modul: 101; Rab2 wt GTP: 98; Rab7 wt modul: 99; Bim-Mcl-1: 0; Rac1 act GTP bind: 100; HRas wt GTP bind: 100; Avidin fluor: 13; Mcl1-Noxa inh: 6; Mcl1 Bid PPI: -19

How did Cc1ccc(S(=O)(=O)N(C)/N=C/C=C/c2ccccc2)cc1 do in these assays?
Pf gamet viab: 12; Cdc42 wt GTP: 101; Rac1 wt modul: 104; Rab2 wt GTP: 101; Rab7 wt modul: 102; Bim-Mcl-1: -2; Rac1 act GTP bind: 100; HRas wt GTP bind: 100; Avidin fluor: 12; Mcl1-Noxa inh: 20; Mcl1 Bid PPI: 6

Results for Cn1cccc1CC(=O)N/N=C/c1cccc2ccccc12 ?
Pf gamet viab: -18; Cdc42 wt GTP: 101; Rac1 wt modul: 100; Rab2 wt GTP: 99; Rab7 wt modul: 101; Bim-Mcl-1: -3; Rac1 act GTP bind: 97; HRas wt GTP bind: 100; Avidin fluor: 7; Mcl1-Noxa inh: 2; Mcl1 Bid PPI: -7

What do the screens show for `CCOC(=O)c1[nH]c2ccccc2c1NC(=S)Nc1ccccc1`?
Cdc42 wt GTP: 101; Rac1 wt modul: 106; Rab2 wt GTP: 98; Rab7 wt modul: 98; Bim-Mcl-1: -2; Rac1 act GTP bind: 99; HRas wt GTP bind: 100; Mcl1-Noxa inh: 2; Mcl1 Bid PPI: -18

Results for C=CCn1c(Cc2ccc(OC)cc2)nnc1SCC(=O)c1cccc([N+](=O)[O-])c1 ?
Cdc42 wt GTP: 104; Rac1 wt modul: 99; Rab2 wt GTP: 101; Rab7 wt modul: 95; Bim-Mcl-1: 0; Rac1 act GTP bind: 100; HRas wt GTP bind: 102; Avidin fluor: 14; Mcl1-Noxa inh: 8; Mcl1 Bid PPI: -19

Results for O=C(O)C1CC=CCC1C(=O)Nc1cccc(Cl)c1Cl (configuration not stated) ?
Cdc42 wt GTP: 98; Rac1 wt modul: 100; Rab2 wt GTP: 94; Rab7 wt modul: 98; Bim-Mcl-1: -1; Rac1 act GTP bind: 93; HRas wt GTP bind: 96; Avidin fluor: 34; Mcl1-Noxa inh: 7; Mcl1 Bid PPI: 14

Bioassay records (PubChem)
